Compound activity as filed in PubChem BioAssay.
Pol iota inh – DNA polymerase iota (human) inhibition. Q9UNA4. Pol iota fluorescent replication assay, 10 min. Potency, µM (series often up to 115 µM), for the others: at the highest dose activity, negative = inhibition, most hits filed as inhibitors. 1% of 390,000 active. AID 588590
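Pol iota at 10 nM preincubated 15 min with compounds at room temperature; reaction started with fluorescent substrate, 50 nM final. Fluorescence read kinetically at 0 and 10 min; buffer-only wells as negative control.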
Pol beta inh – DNA polymerase beta (human) inhibition; Pol beta primer extension/strand displacement, fluorescence kinetic; AID 485314; 1.3% of 340,000 active; Potency, µM (doses to about 114 µM), for inactives: top-dose activity change, negative = inhibition, hits mostly inhibitors; also: % is scaled to controls: 0 for no effect and ±100 for the full control effect
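Curves were derived by four-parameter Hill fits of normalized qHTS data. The kinetic fluorescent primer-extension read was taken at 0 and 10 min after 50 nM substrate, following a 15 min room-temperature preincubation of 10 nM enzyme with compounds.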
G9a inh – inhibitors of human histone lysine methyltransferase G9a; G9a H3K9 monomethylation, AlphaScreen, 2 h; Potency, µM (highest dose often 102 µM), for the others: top-dose activity, negative = inhibition, actives largely listed as inhibitors; 8.8% of 350,000 active; AID 504332; also: % is scaled to controls: 0 for no effect and ±100 for the full control effect; nearly all actives have a fitted effect of over 75% in size
Target sequence (Q96KQ7 913-1193 limits assumed): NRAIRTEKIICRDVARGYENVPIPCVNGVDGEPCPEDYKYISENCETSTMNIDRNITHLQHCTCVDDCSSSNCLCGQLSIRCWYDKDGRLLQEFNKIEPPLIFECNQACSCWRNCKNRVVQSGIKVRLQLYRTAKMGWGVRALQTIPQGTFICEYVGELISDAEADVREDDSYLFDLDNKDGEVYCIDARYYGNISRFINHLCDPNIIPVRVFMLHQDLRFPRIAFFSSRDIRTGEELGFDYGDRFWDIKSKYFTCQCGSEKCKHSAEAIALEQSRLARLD
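Signal arises when biotinylated H3K9 peptide, once monomethylated, bridges streptavidin donor and antibody-captured acceptor beads. Enzyme at 20 nM was preincubated 15 min with test compounds; peptide 500 nM and SAM 20 uM then reacted for 2 h.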
BAZ2B inh – inhibitors of human BAZ2B bromodomain; Q9UIF8; AlphaScreen BAZ2B-H3K14Ac peptide displacement; Potency, µM (series often up to 114 µM), for inactives: top-dose activity change, negative = inhibition, actives largely listed as inhibitors; 4.4% of 360,000 active; AID 504333; also: % is scaled to controls: 0 for no effect and ±100 for the full control effect; nearly all actives have a fitted effect of over 60% in size
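AlphaScreen displacement of biotin-H3(5-23)K14Ac peptide (50 nM final) from BAZ2B (50 nM final) in PBS pH 7.4, 0.01% Tween-20; complex preformed 30 min RT, then compounds (top 110 uM) 30 min RT, beads 20 min dark.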
BLM inh – Bloom syndrome helicase (human) inhibition. P54132. recombinant BLM DNA unwinding, fluorescence dequenching. Potency, µM (series often up to 56.1 µM), for inactives: at the top dose activity change, negative = inhibition, usual class: inhibitors. 0.2% of 350,000 active. AID 2528;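 also: plate controls were vehicle for no effect and no enzyme for full effect; nearly all actives have a fitted effect of over 35% in size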
APEX1 inh – blocks human APE1 abasic DNA cleavage. recombinant APE1, TAMRA/BHQ-2 abasic DNA cleavage fluorescence. Potency, µM (top dose mostly 65.8 µM), for inactives: top-dose activity change, negative = inhibition, actives largely listed as inhibitors. 0.35% of 350,000 active. AID 2517;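 also: plate controls were vehicle for no effect and reference inhibitor for full effect; nearly all actives have a fitted effect of over 55% in size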
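Substrate: short duplex with […] THF abasic site, 5'-TAMRA and 3'-BHQ-2, 50 nM final. APE1 at 0.75 nM, preincubated 15 min RT with compound. Fluorescence increase from first to third read measured activity.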
JMJD2A Tudor – inhibitors of human JMJD2A Tudor domain; AlphaScreen JMJD2A-Tudor / H3K4me3 peptide binding; Potency, µM (doses to about 114 µM), for the others: top-dose activity change, negative = inhibition, actives largely listed as inhibitors; 4.4% of 390,000 active; AID 504339; also: % is scaled to controls: 0 for no effect and ±100 for the full control effect; nearly all actives have a fitted effect of over 50% in size
POLK inh – blocks human DNA polymerase kappa activity; purified Pol kappa, fluorescent DNA synthesis assay, 10 min; Q9UBT6; Potency, µM (doses to about 107 µM), inactives show at the highest dose activity, negative = inhibition, most hits filed as inhibitors; 0.53% of 400,000 active; also: % is scaled to controls: 0 for no effect and ±100 for the full control effect
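10 nM Pol kappa was preincubated with compounds for 15 min at room temperature. Reaction started with 50 nM (final) substrate. Fluorescence read kinetically at 0 and 10 min.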
POLH inh – DNA polymerase eta (human) inhibition. Q9Y253. recombinant Pol eta, fluorescent DNA replication assay. Potency, µM (titrated, usually from 114 µM), for inactives: at the highest dose activity change, negative = inhibition, actives largely listed as inhibitors. 1.2% of 390,000 active. AID 588591; also: % is scaled to controls: 0 for no effect and ±100 for the full control effect
Target sequence (Q9Y253 whole entry, looked up): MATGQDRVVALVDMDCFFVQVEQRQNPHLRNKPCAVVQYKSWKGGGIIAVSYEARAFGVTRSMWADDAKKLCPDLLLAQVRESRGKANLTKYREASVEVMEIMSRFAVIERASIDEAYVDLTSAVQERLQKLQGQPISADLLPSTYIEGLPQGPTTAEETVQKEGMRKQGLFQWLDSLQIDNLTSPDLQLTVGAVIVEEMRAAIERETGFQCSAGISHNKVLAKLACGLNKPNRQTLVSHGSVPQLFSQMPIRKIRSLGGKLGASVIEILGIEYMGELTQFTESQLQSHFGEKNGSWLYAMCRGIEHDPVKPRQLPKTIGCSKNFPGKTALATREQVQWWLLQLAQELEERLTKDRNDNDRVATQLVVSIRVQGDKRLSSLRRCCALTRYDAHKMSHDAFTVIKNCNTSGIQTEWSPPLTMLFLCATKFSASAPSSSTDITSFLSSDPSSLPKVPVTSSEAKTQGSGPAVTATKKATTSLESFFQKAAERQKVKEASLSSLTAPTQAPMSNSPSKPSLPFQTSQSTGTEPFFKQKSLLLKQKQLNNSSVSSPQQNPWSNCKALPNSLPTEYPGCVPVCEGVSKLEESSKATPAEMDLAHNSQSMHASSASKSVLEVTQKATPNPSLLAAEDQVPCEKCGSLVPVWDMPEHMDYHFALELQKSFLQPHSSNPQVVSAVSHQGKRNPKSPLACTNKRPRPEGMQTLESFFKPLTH
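Pol eta (10 nM) was preincubated with compounds for 15 min at room temperature, after which fluorescent replication substrate (50 nM final) was added to start the reaction. Fluorescence was read kinetically at 0 and 10 min.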
An asterisk follows results filed as active; ? = inconclusive; / = not tested or not shown; [ ] = dose if it differs, or a comment. Calls follow the shape of the dose curve; as a rule, active = well fitted curve in the direction sought with a large enough effect; inconclusive = small, poorly fitted or top-dose-only effect, or another doubt; inactive = no such curve, though single readings can be large; an effect the other way counts as inactive or inconclusive. Potency is read from the fitted curve at half-maximal effect.

SMILES | Pol iota inh | Pol beta inh | G9a inh | BAZ2B inh | BLM inh | APEX1 inh | JMJD2A Tudor | POLK inh | POLH inh
Fc1ccc(COc2cccc3cccnc23)cc1 | 82%[activator] | 15% | 26% | 1% | -2% | 9% | -8% | 4% | -7%
Cc1c(Cl)c([N+](=O)[O-])nn1CC(=O)NC12CC3CC(CC(C3)C1)C2 | 2% | 0% | -8%[59 µM] | 0% | -5% | -5% | -15% | -17% | -11%
CCN1C[C@@H]2[C@@H]3C(=O)N(Cc4ccccc4)C(=O)[C@@H]3[C@](CC)(C1=O)N2C(=O)c1ccc(C(F)(F)F)cc1 | 34% | / | / | / | / | 6% | -9% | -4% | -29%
COc1ccc(CN2C(=NC(=O)C3CCCCC3)SC3CS(=O)(=O)CC32)cc1 (stereo not given) | -17% | 52% | 11% | -13% | 0% | 13% | -6% | -6% | 1%
O=C(C/C=N/OCc1ccc(F)cc1Cl)c1cnc(-c2ccccc2)s1 | 42%[activator] | 29% | 28%[59 µM] | -6% | -5% | ? | -14% | -14% | -12%
NS(=O)(=O)c1ccc(NC(=O)COC(=O)COc2ccccc2)cc1 | -14% | 6% | 61%[activator][12.7 µM] | 13% | -7% | 0% | -22% | -28% | -11%
CCCN1CCN(C(=S)Nc2ccc([N+](=O)[O-])cc2)CC1 | 13% | 10%[57.1 µM] | 28µM* | 2% | 8% | 8% | -28% | 4% | -6%
COc1cc(/C=C2/SC(=O)NC2=O)ccc1OC(=O)c1ccco1 | 3% | 12% | 18% | -3% | -7% | 25% | -9% | -1% | -8%
Cc1cc(C)c2nc(Nc3nc(CSc4nc5ccccc5[nH]4)cc(=O)[nH]3)nc(C)c2c1 | -73% | / | / | / | / | / | -27% | -17% | ?
O=c1c(O)c(-c2cccs2)oc2ccc(Cl)cc12 | 23% | ? | 98%[activator][59 µM] | 76%[activator] | -2% | -4% | 41%[activator] | -1% | -7%
C=CCNC(=O)NC(=O)CN1C(=O)NC(c2ccccc2)(c2ccccc2)C1=O | 34%[activator] | 22% | 10% | -11% | -3% | 35%[activator] | -19% | -3% | -8%
CC(C)NC(=O)Cn1cc(C(=O)C(=O)N2CCOCC2)c2ccccc21 | 49%[activator] | 25% | 35% | -2% | -2% | 19% | 1% | 2% | -21%
CCOC(=O)N1CCc2c(sc3c2c(=O)n(CCc2ccccc2)c(=O)n3Cc2ccc(F)cc2)C1 | 34%[activator] | 1% | ? | ? | -8% | / | -14% | -19% | -15%
O=C(CS(=O)(=O)c1cn(CC(=O)N2CCOCC2)c2ccccc12)NCc1ccc(F)cc1 | 15% | 13% | ? | 3% | 0% | -7% | -6% | 1% | -12%
CNC(=O)CC1C(=O)N(c2ccc(F)cc2)C(=S)N1NC(=O)c1ccc(Br)cc1 (stereo not given) | -18% | -23% | 95%[activator] | -6% | -5% | -7% | -16% | -12% | -4%
Cc1ccnn2cc3c(=O)n(C)c(=O)n(C)c3c12 | / | 34%[activator] | -10% | -7% | -2% | 2% | / | / | /
Cc1nonc1OCCN1CCN(c2ccc([N+](=O)[O-])cc2)CC1 | -1% | 12% | -36% | -20% | -1% | -1% | -11% | 4% | -8%
O=C(CCCCCN1C(=O)c2cccc3cccc(c23)C1=O)NO | / | / | 16%[59 µM] | / | -5% | -9% | / | -8%[60.1 µM] | /
O=C(COC(=O)c1ccco1)Nc1cccc(Br)c1 | -9% | 19% | 7%[59 µM] | -4% | -5% | -4% | 2% | -23% | 3%
COCCN1C=C(C(=O)OC)C(c2cc(Br)c(OC)c(OC)c2)C(C(=O)OC)=C1 | 14% | ? | -30%[12.7 µM] | 23% | -7% | 7% | 34% | -3% | -14%
CCCN=C1N(CC)C[C@@H]2[C@@H]3C(=O)N(Cc4ccccc4)C(=O)[C@@H]3[C@](C)(C(=O)OC)N12 | 13% | / | / | / | / | 15% | -25% | 10% | -7%
CCN(CC)CCn1c2c(c(SCC(=O)Nc3ccc(C)c(F)c3)nc1=O)CCC2 | 54%[activator] | / | -45% | 3% | / | 49%[activator] | -10% | -4% | 12%
COc1ccccc1NC(=O)c1c(N=Cc2c(O)ccc3ccccc23)cnn1C | 16% | 36% | / | ? | -7% | 14% | ? | -16% | -7%
CCn1c(=O)c([N+](=O)[O-])c(NCC(O)c2ccccc2)c2ccccc21 (stereo not given) | 12% | 28% | -10%[59 µM] | -4% | 4% | -1% | 1% | -5% | -17%
CC1CCCCC1NC(=O)COCc1cc(-c2cccs2)on1 (stereo not given) | -1% | 4% | -18%[59 µM] | -35% | -4% | 71%[activator] | -8% | 8% | -14%

Single records, from the list above. Order of screens: Pol iota inh, Pol beta inh, G9a inh, BAZ2B inh, BLM inh, APEX1 inh, JMJD2A Tudor, POLK inh, POLH inh
O=C(C/C=N/OCc1ccc(F)cc1Cl)c1cnc(-c2ccccc2)s1 across the screens: 42%[activator], 29%, 28%[59 µM], -6%, -5%, ?, -14%, -14%, -12%
CC(C)NC(=O)Cn1cc(C(=O)C(=O)N2CCOCC2)c2ccccc21 across the screens: 49%[activator], 25%, 35%, -2%, -2%, 19%, 1%, 2%, -21%
COc1ccc(CN2C(=NC(=O)C3CCCCC3)SC3CS(=O)(=O)CC32)cc1 (stereo not given) across the screens: -17%, 52%, 11%, -13%, 0%, 13%, -6%, -6%, 1%
CCN(CC)CCn1c2c(c(SCC(=O)Nc3ccc(C)c(F)c3)nc1=O)CCC2 across the screens: 54%[activator], /, -45%, 3%, /, 49%[activator], -10%, -4%, 12%
Cc1nonc1OCCN1CCN(c2ccc([N+](=O)[O-])cc2)CC1 across the screens: -1%, 12%, -36%, -20%, -1%, -1%, -11%, 4%, -8%

(list continues)
SMILES | Pol iota inh | Pol beta inh | G9a inh | BAZ2B inh | BLM inh | APEX1 inh | JMJD2A Tudor | POLK inh | POLH inh
Cc1nc(NC(C)C(=O)O)c2nc(C)oc2n1 (stereo not given) | 23% | 4% | / | 0% | 2% | -2% | -17% | -8% | -13%
CCOC(=O)c1c(NC(=O)c2cc(-c3ccc(OC)c(OC)c3)on2)sc2c1CCCC2 | 3% | ? | 4µM* | 11% | -1% | / | 0% | -8% | -25%
COc1ccc(C)cc1NC(=O)COc1cc(=O)n(C)c2ccccc12 | 15% | 25% | -1%[59 µM] | -8% | -16% | / | -4% | 4% | -15%
CCN(CC(=O)Nc1ccc2c(c1)OCCO2)C(=O)/C=C/c1ccc([N+](=O)[O-])cc1 | 16% | / | ? | -34% | / | -8% | -29% | -4% | -18%
Cc1ccc(C(=O)N(c2ccc(C)cc2)S(=O)(=O)c2ccc(Cl)cc2)cc1 | -11% | 0% | 10%[59 µM] | 3% | -13% | / | -6% | -5% | -12%
CCCCCCCNC(=O)C1(CC2CC(c3cccc(Br)c3)=NO2)CCN(C(=O)CCCCCBr)CC1 (stereo not given) | -10% | / | 60%[activator][2.33 µM] | 7% | / | -24% | ? | -13% | -18%
Cc1ccccc1C(=O)Nc1nnc(S(=O)(=O)N(C)c2ccc(Cl)cc2)s1 | 23% | 7% | 0%[59 µM] | 7% | -6% | / | 3% | -20% | -1%
O=C(Nc1ccc(SC(F)F)cc1)c1ccc2c(=O)n3c(nc2c1)CCC3 | 20% | / | 8%[59 µM] | 12% | / | -1% | -12% | 19% | 0%
COc1cc(NCCCn2cnc3c(OCc4ccccc4)ncnc32)cc(OC)c1OC | 25% | / | / | / | / | / | -22% | 5% | -23%
CCOc1ccc2[nH]c(=O)c(CN(CCO)C(=O)c3ccc(Br)cc3)cc2c1 | 2% | -4% | -3%[59 µM] | -6% | -10% | 0% | -9% | -3% | 10%
CCCc1cc(-c2n[nH]c(=S)n2CC)cs1 | 58%[activator] | 3% | ? | -37% | -3% | 9% | 3.5µM* | -11% | -17%
COC(=O)c1ccccc1S(=O)(=O)N1CCC(C(=O)OCc2cccc(OC)c2OC)CC1 | 15% | / | 2% | 32%[activator] | / | -10% | -5% | -13% | -14%
CN(C)c1nc2c(c(=O)n(C)c(=O)n2C)n1CC(=O)c1cccs1 | 13% | / | / | / | / | / | -2% | 3% | -17%
O=C(/C=C/c1ccc(Br)cc1)N1CCN(Cc2ccccc2)CC1 | 13% | / | / | / | / | / | -15% | 3% | -11%
O=C(N/N=C/c1ccccn1)c1cccc(NC(=O)c2ccc(Cl)cc2)c1 | 6% | 32%[activator] | 17% | 14% | -1% | 3% | 5% | -6% | -11%
O=C(CN1C(=O)S/C(=C/c2ccccn2)C1=O)N1CCOCC1 | 3% | 15% | 2% | -24% | -3% | 61%[activator] | -6% | -8% | -3%
C(=N\N1CCOCC1)/c1ccsc1 | ? | 4% | 1% | -13% | -1% | 67%[activator] | -15% | -18% | -10%
COc1ccc(C(=O)COC(=O)c2ccc3c(c2)OCO3)c(OC)c1 | 79µM* | / | -13%[2.33 µM] | ? | / | 5% | -28% | ? | ?
CCOC(=O)[C@H]1[C@H]2COc3ccc(Cl)cc3[C@@H]2N2C(=O)c3ccc(Cl)cc3NC(=O)[C@@]12C | -8% | / | 4%[2.33 µM] | -3% | / | 40%[activator] | -31% | -13% | -11%

Five compounds out of the list above, ordered by their value in BAZ2B inh, high to low.
mol | BAZ2B inh
CCCCCCCNC(=O)C1(CC2CC(c3cccc(Br)c3)=NO2)CCN(C(=O)CCCCCBr)CC1 (stereo not given) | 7%
CCOC(=O)[C@H]1[C@H]2COc3ccc(Cl)cc3[C@@H]2N2C(=O)c3ccc(Cl)cc3NC(=O)[C@@]12C | -3%
CCOc1ccc2[nH]c(=O)c(CN(CCO)C(=O)c3ccc(Br)cc3)cc2c1 | -6%
COc1ccc(C)cc1NC(=O)COc1cc(=O)n(C)c2ccccc12 | -8%
C(=N\N1CCOCC1)/c1ccsc1 | -13%

3 compounds out of the list, ordered by heavy-atom count, descending:
SMILES | Pol iota inh | Pol beta inh | G9a inh | BAZ2B inh | BLM inh | APEX1 inh | JMJD2A Tudor | POLK inh | POLH inh
COc1cc(NCCCn2cnc3c(OCc4ccccc4)ncnc32)cc(OC)c1OC | 25% | / | / | / | / | / | -22% | 5% | -23%
CN(C)c1nc2c(c(=O)n(C)c(=O)n2C)n1CC(=O)c1cccs1 | 13% | / | / | / | / | / | -2% | 3% | -17%
CCCc1cc(-c2n[nH]c(=S)n2CC)cs1 | 58%[activator] | 3% | ? | -37% | -3% | 9% | 3.5µM* | -11% | -17%

Only part of the results is shown; rates above refer to the full screens.
